Screening data (PubChem)
Bcl-xL primary – inhibitors of human Bcl-xL | inhibition, % at 10.9 µM | Q07817 | GST-Bcl-xL / FITC-Bim BH3 peptide fluorescence polarization | 0.7% of 320,000 active;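 active = inhibition above the mean of all tested compounds plus 3 SD, cutoff set per campaign, cut at about 30% in these data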;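 note: 0% = DMSO wells and 100% = unlabeled Bim-BH3 peptide competitor; inhibitors lower millipolarization by displacing the labeled peptide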
Efflux pump inh – inhibitors of Candida antifungal efflux pumps expressed in yeast | AID 485275 | 0.44% of 330,000 active | inhibition, % at 10 µM | S. cerevisiae Candida pump triplex, Nile Red efflux;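 active = plate passing quality check with inhibition over a set limit, or well fluorescence over plate mean plus 4 SD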;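 note: Nile Red retained in pooled yeast measured as flow cytometry median fluorescence; 0% = buffer negative control and 100% = Enniatin B positive control; higher means more Nile Red kept so more efflux inhibition; some compounds called inactive have numbers as strong as hits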
CR mimetic SO – caloric restriction mimetics inhibiting age-related superoxide in yeast. superoxide response (% of plate mean), % at 10 µM. AID 2690. 0.18% of 330,000 active. S. cerevisiae aged cells, superoxide DHE fluorescence; active compounds read low;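 active = superoxide response under a set limit, about three screen SD below normal, cut at about 65% in these data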;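 note: yeast aged for seven days with compound at 30 °C before DHE staining; 100% = average MFI of all compound-treated wells on the plate with controls excluded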
GLD-1 TGE inh – GLD-1-TGE RNA interaction inhibition (C. elegans) | inhibition, % at 5.96 µM | 0.44% of 320,000 active | AID 2280 | Q17339 | purified GLD-1 + fluorescein TGE RNA, fluorescence polarization;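 active = percent inhibition above a per-plate cutoff, the plate mean of test compounds plus 3 SD, cut at about 30% in these data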;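 note: 0% = DMSO wells with GLD-1 and probe and 100% = wells lacking GLD-1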
MEX-5 binding – C. elegans MEX-5 TCR-2 RNA binding activity. activity score (negative = inhibition of binding), % at 10 µM. AID 1832. Q9XUB2. 0.38% of 300,000 active. MEX-5/FITC-TCR2 RNA binding, fluorescence polarization; active compounds read low;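 active = inhibition past about -25% in most replicates, and total fluorescence under double the plate's negative control median, limit read from the data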;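 note: 0% = DMSO and -100% = 5 µM competing unlabeled TCR2 RNA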
Target sequence (Q9XUB2 whole entry, looked up): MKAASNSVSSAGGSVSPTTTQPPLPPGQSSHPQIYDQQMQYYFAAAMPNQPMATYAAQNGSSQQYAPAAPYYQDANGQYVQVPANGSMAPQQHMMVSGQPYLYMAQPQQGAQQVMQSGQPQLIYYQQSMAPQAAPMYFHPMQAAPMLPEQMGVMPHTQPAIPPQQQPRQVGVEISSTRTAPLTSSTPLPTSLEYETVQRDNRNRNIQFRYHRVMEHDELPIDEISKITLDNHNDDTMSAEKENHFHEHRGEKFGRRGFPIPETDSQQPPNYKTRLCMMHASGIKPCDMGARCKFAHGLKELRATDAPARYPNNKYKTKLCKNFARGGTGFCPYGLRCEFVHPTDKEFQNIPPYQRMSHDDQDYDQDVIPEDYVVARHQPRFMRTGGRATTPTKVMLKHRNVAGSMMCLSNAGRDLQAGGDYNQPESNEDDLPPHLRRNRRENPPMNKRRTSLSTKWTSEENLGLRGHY
Fam108B inh – blocks mouse Fam108B hydrolase in RBBP9 counter-screen | recombinant Fam108B, FP-Rh probe fluorescence polarization | inhibition, % at 9.51 µM | 0.33% of 300,000 active | AID 1947;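 active = inhibition above the screen mean inhibition plus 3 SD, computed separately per campaign, cut at about 18% in these data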;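 note: inhibitors lower polarization as less probe binds the enzyme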
ZTA DNA inh – ZTA (EBV) inhibition in EBNA-1 counter-screen. ZTA-DNA binding, fluorescence polarization. inhibition, % at 11 µM. 0.15% of 320,000 active; in the data active = inhibition above about 33%
Target sequence (P03206 whole entry, looked up): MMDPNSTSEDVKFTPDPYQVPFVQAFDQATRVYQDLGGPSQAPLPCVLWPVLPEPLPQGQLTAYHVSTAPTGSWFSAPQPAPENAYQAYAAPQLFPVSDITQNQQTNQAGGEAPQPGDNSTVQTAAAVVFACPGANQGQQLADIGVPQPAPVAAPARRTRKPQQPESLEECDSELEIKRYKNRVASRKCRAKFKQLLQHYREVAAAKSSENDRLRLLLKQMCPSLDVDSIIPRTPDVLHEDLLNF
MCL1 BIM primary – MCL1-BIM-BH3 interaction inhibition (human); AID 2057; GST-MCL1 / FITC-Bim-BH3 fluorescence polarization; inhibition, % at 10.9 µM; 0.68% of 320,000 active;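 active = inhibition above the mean inhibition of all tested compounds plus 3 SD, set per campaign, cut at about 40% in these data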;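 note: 0% = DMSO wells and 100% = unlabeled Bim-BH3 peptide control; higher means more loss of mP so more displacement of Bim peptide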
Target sequence (Q07820 whole entry, looked up): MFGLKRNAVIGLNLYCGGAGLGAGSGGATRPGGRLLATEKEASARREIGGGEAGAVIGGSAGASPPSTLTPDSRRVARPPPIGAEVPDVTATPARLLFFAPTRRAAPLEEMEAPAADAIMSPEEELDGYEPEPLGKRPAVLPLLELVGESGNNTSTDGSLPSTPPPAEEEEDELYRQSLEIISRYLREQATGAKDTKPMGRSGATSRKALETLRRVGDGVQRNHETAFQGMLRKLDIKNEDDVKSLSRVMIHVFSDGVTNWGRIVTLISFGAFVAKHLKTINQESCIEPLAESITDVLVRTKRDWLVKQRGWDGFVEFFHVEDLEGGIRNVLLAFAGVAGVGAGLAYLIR
EBNA-1 inh – blocks EBNA-1 binding to DNA | EBNA-1 DNA binding, fluorescence polarization | inhibition, % at 14.8 µM | 0.34% of 300,000 active | AID 1950; in the data active = inhibition above about 28%
Starred values were filed as active, the others as inactive; nt = not tested or not shown. An unsorted share of the library, and some 2.3% of all compounds hit somewhere here.

Start of the listing, in advance (four entries):
SMILES	Bcl-xL primary	Efflux pump inh	CR mimetic SO	GLD-1 TGE inh	MEX-5 binding	Fam108B inh	ZTA DNA inh	MCL1 BIM primary	EBNA-1 inh
CCC(Sc1nc2c(c(=O)n1CC)SC(C)C2)C(=O)OC (stereo not given)	0	0.0	101	7	2.0	3	-11	2	1
Cc1ccc(NC(=S)N2CCC(c3nc4ccccc4s3)CC2)cc1C	-33	0.0	79	-22	2.3	0	-24	-42	-4
COC(=O)N/N=C/c1cc(C)n(-c2ccc(Br)cc2)c1C	2	-0.1	94	5	1.4	1	13	5	1
N#Cc1ccc2ccn(CC(=O)NC3CCCCCC3)c2c1	-1	0.0	100	6	-2.6	1	8	-5	5

The whole of this part, from the start:
SMILES	Bcl-xL primary	Efflux pump inh	CR mimetic SO	GLD-1 TGE inh	MEX-5 binding	Fam108B inh	ZTA DNA inh	MCL1 BIM primary	EBNA-1 inh
CCC(Sc1nc2c(c(=O)n1CC)SC(C)C2)C(=O)OC (stereo not given)	0	0.0	101	7	2.0	3	-11	2	1
Cc1ccc(NC(=S)N2CCC(c3nc4ccccc4s3)CC2)cc1C	-33	0.0	79	-22	2.3	0	-24	-42	-4
COC(=O)N/N=C/c1cc(C)n(-c2ccc(Br)cc2)c1C	2	-0.1	94	5	1.4	1	13	5	1
N#Cc1ccc2ccn(CC(=O)NC3CCCCCC3)c2c1	-1	0.0	100	6	-2.6	1	8	-5	5
O=C(CCc1nnc2n(Cc3ccc(F)cc3)c(=O)c3ccccc3n12)N1CCN(c2ccccn2)CC1	5	0.1	100	2	-1.9	5	12	2	9
CC(C)(C)NC(=O)NC(=O)COC(=O)c1ccco1	6	-0.1	105	3	2.5	11	17	9	4
O=C(Cn1cc([N+](=O)[O-])cn1)NCCc1c[nH]c2ccccc12	3	0.0	94	5	nt	4	-7	-1	0
Nc1ccc(C(=O)OCc2ccncc2)cc1[N+](=O)[O-]	4	-0.1	90	0	-0.6	-6	3	-2	4
Cc1cccc(CN2C(=O)N/C(=C/c3cc(C)n(-c4ccccn4)c3C)C2=O)c1	9	0.1	111	1	-3.4	1	0	14	-3
CCOc1nsc(OCC)n1	8	-0.2	100	-1	-0.5	4	-15	12	0
CCOC(=O)c1ccc(NC(=S)N2CCCC(C(=O)N3CCCC3)C2)cc1 (stereo not given)	5	0.0	93	-2	-0.4	-2	4	10	16
N#Cc1c(-c2ccccc2)ccn(Cc2ccccc2Cl)c1=O	1	0.0	84	0	0.3	1	23	2	-4
Cc1ccn2c(C(=O)c3ccc(Cl)cc3)cnc2c1	5	0.0	107	8	1.4	-1	-9	1	4
Cc1cc(NC(=O)c2cc(-c3ccco3)on2)no1	5	-0.1	79	-3	-2.9	4	-6	5	9
Cc1cccc(OCc2nnc(NC(=O)Cc3cccs3)s2)c1	-1	0.1	113	-1	0.3	0	3	-2	-8
COc1ccc(NC(=O)CSc2nnc(-c3cccc(O)c3)o2)cc1	1	0.0	97	0	0.0	-2	-4	-4	10
Cc1cc2n(n1)C(c1ccccc1Cl)Nc1ccccc1-2 (stereo not given)	0	0.2	100	-1	-2.6	3	0	-6	-6
Cc1cccc(NCC(=O)N/N=C/c2ccc(Br)cc2)c1	5	0.0	96	4	0.3	0	-2	2	-12
COc1cccc(NC(=S)N(CCc2c(C)[nH]c3ccccc23)Cc2cccs2)c1	2	-0.2	93	10	nt	-2	-11	5	8
COC(=O)c1ccc(=O)n(Cc2ccco2)c1	9	0.0	106	8	-1.7	-5	-15	12	-4
CC1=Nc2cccc3cccc(c23)N1	22	-0.1	106	0	-2.7	1	-2	25	-4
CC(C)C(=O)Nc1cccc(-c2nc3ncccc3o2)c1	1	-0.2	100	-4	0.9	2	-9	-2	-3
O=C(CN1C(=O)C(=O)c2ccccc21)c1ccccc1	0	-0.1	104	-2	0.0	3	-7	1	-5
COc1cccc(-n2nnc3c(=O)n(CC(=O)OCc4ccccc4)cnc32)c1	6	0.1	94	4	-0.6	2	-7	5	8
CN(C)C(CNC(=O)Cc1cccc(C(F)(F)F)c1)c1ccco1 (stereo not given)	-1	0.0	104	5	-0.6	1	10	0	2
Cc1ccc(OCCn2c(Br)nc3c2c(=O)n(C)c(=O)n3C)cc1	0	-0.1	102	10	0.0	7	3	2	5
CCOc1ccc(C2CC(c3cccc(C)c3)n3ncnc3N2)cc1 (stereo not given)	1	0.5	101	4	2.5	-1	-8	-2	2
Cc1ccc(-c2cc(C(=O)Nc3ccc(S(=O)(=O)Nc4nccs4)cc3)c3ccccc3n2)c(C)c1	4	-0.1	95	7	2.5	5	10	8	2
CCN(C(=O)COC(=O)c1nc(Cl)ccc1Cl)C1CCS(=O)(=O)C1 (stereo not given)	-4	0.0	94	4	0.1	3	5	-5	4
C=CCOc1ccc(CN(C)CC(=O)Nc2ccc3c(c2)CCC3)cc1	-1	0.1	103	-2	-1.2	-2	8	-4	7
O=C(Nc1ccc(N2CCCCC2)cc1)c1cc(S(=O)(=O)N2CCOCC2)ccc1F	2	0.0	102	6	2.2	-2	-7	-8	2
CC(C)CCN1CCN(Cc2cccc(-n3cccn3)c2)CC1CCO (stereo not given)	1	0.0	110	3	1.5	0	-8	1	-3
Nc1scc2c(C(=O)N/N=C/c3ccc(Cl)cc3)nn(-c3ccccc3)c(=O)c12	43*	-0.2	101	11	-3.8	15	4	40*	7
CN1CCN(c2nc(-c3ccc(Cl)cc3Cl)nc3ccccc23)CC1	0	0.2	96	-7	0.1	1	-5	-5	8
CS(=O)(=O)N(CC(=O)NC1CC2CCC1C2)c1cccc(C(F)(F)F)c1 (stereo not given)	8	0.0	91	4	4.0	3	17	2	-2
Cc1ccc(C)c(NC(=O)CSc2nnc(-c3ccncc3)o2)c1	0	-0.1	117	4	-1.6	-2	-9	-2	2
CCC1(C)NC(C(=O)O)Cc2c1[nH]c1ccccc21 (stereo not given)	2	0.1	99	-1	-0.7	-1	8	-1	1
CN(CC(=O)Nc1ccccc1Br)C(=O)c1ccccc1-c1nc2ccccc2s1	1	0.6	79	8	-2.8	-4	-7	-2	11
COc1ccc(N/C(=C/[N+](=O)[O-])SC)cc1	1	0.1	125	-7	-2.6	1	-3	16	-5
CCOCCCN(C(=O)CNC(=O)c1ccco1)C(C(=O)NC1CCCC1)c1ccccc1C (stereo not given)	1	0.1	111	6	-0.7	-3	-9	-5	-10
CC(C)Cn1c2c(c(=O)[nH]c1=O)C(NS(=O)(=O)c1ccc(Cl)cc1)(C(F)(F)F)C(=O)N2 (stereo not given)	1	-0.1	92	1	-2.1	0	-19	-1	4
CCOc1ccc(NCc2cc3c(C(C)(C)C)nn(-c4ccccc4)c3[nH]c2=O)cc1	7	0.1	96	16	0.8	2	0	8	8
O=C(CCc1ccccc1)NCCC1=CCCCC1	-1	0.1	87	4	1.7	-1	8	-2	-4
Cc1ccc(NC(=O)NNC(=O)C2CC(c3cccs3)=NO2)cc1 (stereo not given)	0	-0.1	112	0	-0.4	-4	-3	0	-3
CCOC(=O)Nc1cccc(OCC(=O)Nc2ccccc2OC)c1	6	-0.1	105	7	4.5	-3	12	4	15
COc1cc(/C=C/C(=O)Nc2ccc3[nH]c(=O)[nH]c3c2)cc(OC)c1OC	7	0.0	97	2	-0.4	-1	23	6	10
CCCCc1nnc(NC(=O)C2CC(=O)N(c3ccc(C)cc3)C2)s1 (stereo not given)	5	0.0	97	0	-0.8	4	9	8	0
N=c1oc2ccccc2cc1C(=O)N/N=C/c1ccccc1	4	0.0	82	-5	-0.3	9	-15	9	-7
COc1ccccc1CNC(=O)COC(=O)c1cc(=O)[nH]c2ccccc12	-5	0.1	86	-3	nt	nt	-1	-4	nt
CCC(C)SCc1nc2ccccc2[nH]1 (stereo not given)	8	-0.1	87	3	-0.3	-2	-7	8	-3
O=C(NC(=S)N1CCN(Cc2ccccc2)CC1)c1ccco1	5	-0.1	104	5	1.1	-1	2	2	-2
CN(C)S(=O)(=O)c1ccc(Oc2ccc(S(=O)(=O)N(C)C)cc2)cc1	-4	-0.1	107	9	-3.3	2	7	-6	2
COc1ccc(/C=C2/SC(=O)N(CCC(=O)Nc3ccc(S(=O)(=O)Nc4nccs4)cc3)C2=O)cc1	3	0.1	107	5	0.8	-52	20	-7	-5
Cc1c(Cc2ccccc2)c(=O)oc2cc(OCC(N)=O)ccc12	6	0.0	101	-3	0.4	0	-14	2	-1
CN(Cc1c(F)cccc1Cl)C(=O)CNC(=O)c1sc2ccccc2c1Cl	2	0.1	113	1	5.9	-12	4	4	-11
NS(=O)(=O)c1ccc(CCNC(=O)CSc2nc3ccccc3c(=O)n2CC2CCCO2)cc1 (stereo not given)	10	0.0	99	-5	-1.5	1	14	-1	-1
O=C(NC1CCN(Cc2ccc(F)cc2)CC1)c1ccccc1	2	0.1	93	5	-1.0	4	-2	-4	-7
Cc1sc(NC(=O)/C=C/c2ccco2)c(C(=O)O)c1C	3	0.0	128	2	1.2	3	-5	7	-3
CCn1nc(C)c(CN2CCCC(CO)(Cc3ccccc3)C2)c1C (stereo not given)	3	-0.2	95	-3	0.3	0	-3	1	7
Cc1ccccc1C(=O)NNC(=O)CSc1nnc(-c2ccncc2)n1-c1ccccc1	5	-0.3	82	1	-0.3	5	3	3	6

Profiles from above. Order of values: Bcl-xL primary, Efflux pump inh, CR mimetic SO, GLD-1 TGE inh, MEX-5 binding, Fam108B inh, ZTA DNA inh, MCL1 BIM primary, EBNA-1 inh
CCOC(=O)Nc1cccc(OCC(=O)Nc2ccccc2OC)c1 across the screens: 6, -0.1, 105, 7, 4.5, -3, 12, 4, 15
NS(=O)(=O)c1ccc(CCNC(=O)CSc2nc3ccccc3c(=O)n2CC2CCCO2)cc1 (stereo not given) across the screens: 10, 0.0, 99, -5, -1.5, 1, 14, -1, -1
CCCCc1nnc(NC(=O)C2CC(=O)N(c3ccc(C)cc3)C2)s1 (stereo not given) across the screens: 5, 0.0, 97, 0, -0.8, 4, 9, 8, 0
CC(C)Cn1c2c(c(=O)[nH]c1=O)C(NS(=O)(=O)c1ccc(Cl)cc1)(C(F)(F)F)C(=O)N2 (stereo not given) across the screens: 1, -0.1, 92, 1, -2.1, 0, -19, -1, 4
COc1cc(/C=C/C(=O)Nc2ccc3[nH]c(=O)[nH]c3c2)cc(OC)c1OC across the screens: 7, 0.0, 97, 2, -0.4, -1, 23, 6, 10

4 compounds from above, limited to MCL1 BIM primary.
Compound | MCL1 BIM primary
CN(C)S(=O)(=O)c1ccc(Oc2ccc(S(=O)(=O)N(C)C)cc2)cc1 | -6
CC(C)Cn1c2c(c(=O)[nH]c1=O)C(NS(=O)(=O)c1ccc(Cl)cc1)(C(F)(F)F)C(=O)N2 (stereo not given) | -1
CCOc1ccc(NCc2cc3c(C(C)(C)C)nn(-c4ccccc4)c3[nH]c2=O)cc1 | 8
CCCCc1nnc(NC(=O)C2CC(=O)N(c3ccc(C)cc3)C2)s1 (stereo not given) | 8

Going on with the list.
SMILES	Bcl-xL primary	Efflux pump inh	CR mimetic SO	GLD-1 TGE inh	MEX-5 binding	Fam108B inh	ZTA DNA inh	MCL1 BIM primary	EBNA-1 inh
CCCN(C(=O)C1CCCN(c2ncnc3c2nc2n3CCCCC2)C1)c1ccc(F)cc1 (stereo not given)	4	0.1	103	-5	-2.6	1	-1	-2	-6
COc1ccc(S(=O)(=O)NCc2ccccn2)cc1NC(=O)c1ccccc1C	3	0.2	96	1	0.3	-1	7	12	-21
CCOC(=O)N1CCN(C(=O)CS(=O)(=O)Cc2nc(-c3ccccc3F)oc2C)CC1	4	-0.1	100	-1	1.3	0	4	2	-4
COc1ccccc1C(=O)NCCC(=O)NC1CCCC(C)C1C (stereo not given)	7	0.0	92	1	2.4	-2	0	6	4
